High-throughput results as filed in PubChem BioAssay.
PTEN del growth – suppresses growth of cells with PTEN deletion | HCT116 PTEN-null viability, CellTiter-Glo, 60 h; active compounds read low | viability, % at 10 µM | 140,000 compounds, 1.2% hits | AID 827;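 active = viability at or below a set limit, 4 SD under the median of all tested compounds, cut at about 3.7% in these data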;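 also: PTEN knockout HCT116 line with beta catenin targeted HCT116 as companion control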
Phagocyt inh – macrophage phagocytosis inhibition | J774A.1 macrophage IgG-bead phagocytosis, imaging | inhibition, % at 5 µM | 110,000 compounds, 0.07% hits | AID 1029;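 active = inhibition above the mean of the plate negative controls plus 5 SD, cut at about 13% in these data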;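 also: phagocytic index as fraction of beads internalized from green versus red external bead signal; plate controls were DMSO negative control for no effect and cytochalasin-D positive control for full effect; some results beyond the cut were filed as inactive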
MRP1 act – MRP-1 activation. 140,000 compounds, 0.61% hits. viability increase, % at 10 µM. H69AR cells + doxorubicin, viability rescue, CellTiter-Glo;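 active = viability gain under doxorubicin at or above a set limit, the compound median plus 3 SD, cut at about 4.7% in these data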;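 also: MRP-1 overexpressing cells given doxorubicin 25 µM after compound pretreatment; 18-22 h compound pretreatment then 72 h with doxorubicin before readout; 0% = doxorubicin-only wells and 100% = vehicle-treated cells without doxorubicin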
E-sel TNF inh – TNF alpha driven E-selectin expression inhibition; 120,000 compounds, 0.71% hits; AID 1246; inhibition, % at 2 µM; HUVEC TNFa-induced E-selectin immunofluorescence, high content;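 active = inhibition above the batch mean plus 3 SD, and confirmed as a hit on visual image review, cut at about 43% in these data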;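 also: 0% = TNF-stimulated DMSO wells and 100% = unstimulated control wells; not every result past the cut was called active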
Measles CPE – protection of cells from measles virus; Measles virus-infected cells, CPE protection, absorbance; 140,000 compounds, 1.5% hits; protection (pct of control), % at 4 µM; in the data active = protection mostly above about 24%, no sharp cut-off; inactive = mostly below about 26%; also: some compounds called inactive have numbers as strong as hits
NPY-Y2 antag – NPY-Y2 (human) receptor antagonism. P49146. AID 793. inhibition, % at 2.7 µM. 140,000 compounds, 0.99% hits. NPY-Y2 expressing cells, antagonist mode; in the data active = inhibition above about 17%;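 also: 0% = vehicle with agonist challenge and 100% = reference antagonist with challenge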
Target sequence (P49146 whole entry, looked up): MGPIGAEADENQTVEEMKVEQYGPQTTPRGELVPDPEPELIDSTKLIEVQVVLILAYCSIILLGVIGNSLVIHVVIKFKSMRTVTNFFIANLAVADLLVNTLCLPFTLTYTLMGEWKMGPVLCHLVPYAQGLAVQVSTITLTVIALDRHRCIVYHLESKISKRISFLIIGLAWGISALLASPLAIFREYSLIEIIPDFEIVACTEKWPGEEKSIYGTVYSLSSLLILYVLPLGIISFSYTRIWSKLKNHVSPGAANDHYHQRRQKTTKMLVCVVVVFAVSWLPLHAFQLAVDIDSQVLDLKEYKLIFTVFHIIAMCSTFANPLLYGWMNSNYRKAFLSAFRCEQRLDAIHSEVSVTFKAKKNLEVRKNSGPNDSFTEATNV
BB579 growth dn – chemicals that inhibit yeast BB579 growth in restrictive medium (lifespan-shortening candidates) | inhibition, % at 10 µM | 140,000 compounds, 0.51% hits | S. cerevisiae BB579 growth, OD615, 48 h;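 active = inhibition above a set limit, 3 SD over the mean compound inhibition, cut at about 44% in these data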; also: inactives centre near -24
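test system = yeast BB579 (DeaD) | buffer or medium = restrictive CSMM-D medium | doses = single compound dose of 10 µM, 0.25% DMSO final | times = 4 h preincubation and 48 h exposure at 30 °C | technique = culture absorbance at 615 nm | benchmarks = amphotericin B 10 µg/mL, positive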
Yeast life ext – extends the lifespan of yeast | 130,000 compounds, 0.68% hits | inhibition of the nicotinamide effect, % at 10 µM | S. cerevisiae growth with nicotinamide, OD615; deaD strain in restrictive glucose medium;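 active = inhibition above a set limit, placed 3 SD over the median of all compounds, cut at about 26% in these data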;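 also: 0% = nicotinamide-treated wells and 100% = cells grown without nicotinamide; some compounds called inactive have numbers as strong as hits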
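Measured by: optical density (absorbance) at 615 nm; System: modified budding yeast, DeaD strain; Medium: restrictive CSMM-D dextrose medium; Timing: 4 h preincubation then 48 h treatment at 30 °C.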
GALR2 blocker – blocks the human galanin receptor 2; O43603; GALR2-expressing cells, antagonist mode; inhibition, % at 4 µM; 140,000 compounds, 0.39% hits; in the data active = inhibition above about 27%;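 also: cells stimulated with galanin 1-16 at roughly its EC80; 0% = agonist challenge control and 100% = basal control without agonist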
Target sequence (O43603 whole entry, looked up): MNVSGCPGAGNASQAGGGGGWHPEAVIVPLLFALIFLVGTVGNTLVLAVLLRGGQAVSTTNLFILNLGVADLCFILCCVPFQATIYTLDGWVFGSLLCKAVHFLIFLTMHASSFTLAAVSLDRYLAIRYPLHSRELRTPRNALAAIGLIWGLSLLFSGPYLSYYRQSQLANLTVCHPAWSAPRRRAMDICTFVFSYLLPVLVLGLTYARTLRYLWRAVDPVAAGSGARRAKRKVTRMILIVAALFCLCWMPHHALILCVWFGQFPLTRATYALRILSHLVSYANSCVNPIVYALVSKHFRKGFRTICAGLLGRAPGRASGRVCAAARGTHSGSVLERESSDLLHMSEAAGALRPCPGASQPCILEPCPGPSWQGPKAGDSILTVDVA
bCat KO growth – beta-catenin-lacking colon tumor cell growth suppression. 140,000 compounds, 1.5% hits. HCT116 beta-catenin knockout viability, CellTiter-Glo, 60 h; active compounds read low. viability, % at 10 µM;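 active = viability at or under a set limit, the compound median less 4 SD, cut at about 6% in these data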;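 also: 0% = Hyamine 1622 control at 20 µM and 100% = untreated cell control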
An asterisk follows results filed as active; . = no result given.

| # | Molecule | PTEN del growth | Phagocyt inh | MRP1 act | E-sel TNF inh | Measles CPE | NPY-Y2 antag | BB579 growth dn | Yeast life ext | GALR2 blocker | bCat KO growth |
| --- | --- | --- | --- | --- | --- | --- | --- | --- | --- | --- | --- |
| 1 | CC(=O)NCCN1C(=O)C2C3c4ccccc4C(c4ccccc43)C2C1=O (stereo not given) | 97 | 0 | 0.0 | 3 | 19 | -2 | -32 | -10 | 4 | 101 |
| 2 | Cc1cc(C)c2nc(SCC(=O)Nc3ccc(S(=O)(=O)N4CCCC4)cc3)c(C)cc2c1 | 88 | 1 | -0.1 | 4 | 7 | -3 | -47 | -4 | -6 | 96 |
| 3 | CCOC(=O)c1c(-c2cccs2)csc1NC(=O)CNCCN1CCOCC1 | 80 | 0 | -4.4 | 0 | 4 | 6 | 23 | -6 | 5 | 74 |
| 4 | Cc1cccc(C(=O)Nc2cc(=O)n(C)c(=O)n2C)c1 | 98 | 0 | -2.0 | -6 | 8 | 1 | -48 | 3 | 12 | 89 |
| 5 | c1cc2c(cn1)cnc1cscc12 | 106 | 2 | -3.2 | 19 | 9 | 0 | 4 | -6 | 1 | 98 |
| 6 | O=C(CCNS(=O)(=O)c1cccc2nsnc12)NC1CCN(Cc2ccccc2)CC1 | 95 | -1 | -0.5 | -7 | 4 | 2 | -10 | -1 | 9 | 76 |
| 7 | Cc1[nH]n(-c2ncc(-c3ccccc3)s2)c(=O)c1C(c1ccc(Br)cc1)C(C#N)C#N (stereo not given) | 92 | -5 | 4.0 | . | 34 | 0 | 2 | 19 | 4 | 94 |
| 8 | O=C(NC1CCCCCC1)c1cc(S(=O)(=O)N2CCC3(CC2)OCCO3)ccc1F | 68 | . | -2.7 | -6 | 32 | 3 | 4 | -5 | -5 | 68 |
| 9 | O=C1c2ccccc2NC(c2ccc(-c3cccc(Cl)c3)o2)N1O (stereo not given) | 5 | . | -0.2 | -8 | 6 | 2 | 64* | -1 | 6 | 2.8* |
| 10 | COc1ccc(C(C)=O)cc1COC(=O)c1ccc(S(=O)(=O)N2CCOCC2)cc1 | 89 | 2 | -0.7 | -2 | 3 | 3 | -22 | -16 | 9 | 95 |
| 11 | CCn1nnc(-c2ccccc2NC(=O)C(F)(F)F)n1 | 94 | -1 | 1.3 | 48 | 1 | 1 | -6 | -9 | -2 | 99 |
| 12 | O=Cc1c(Sc2ccccc2)nc2ccccn2c1=O | 60 | 2 | -3.2 | 5 | 7 | -2 | 65* | -19 | -6 | 46 |
| 13 | CCOC(=O)Nc1ccc([N+](=O)[O-])cc1C | 92 | -7 | 4.3 | -5 | 10 | -1 | 15 | -10 | -4 | 87 |
| 14 | COc1ccc(CCN(C)C(=O)N2CCOCC2)cc1OC | 93 | 0 | -0.9 | 3 | 2 | 9 | -41 | -8 | -10 | 99 |
| 15 | Cc1cc(C)c2c(=O)[nH]c(SCC(=O)NCCc3ccccc3)nc2n1 | 95 | . | -0.9 | 0 | 8 | 0 | -19 | . | -1 | 83 |
| 16 | CC1(C)CC(=O)C(/C=N/c2ccccn2)=C(O)C1 | 100 | -3 | -0.1 | . | 18 | 1 | -48 | 5 | -1 | 99 |
| 17 | CCOC(=O)C1=NN(c2ccc(C)cc2)CC1C(=O)OC (stereo not given) | 96 | -8 | -1.7 | . | 20 | 0 | -42 | -2 | 8 | 87 |
| 18 | CCCc1cc(C(=O)Nc2ccc(C)cc2)no1 | 106 | 0 | -0.3 | . | 17 | 3 | -37 | -9 | 0 | 99 |
| 19 | O=C(NCCCCCCCCCNC(=O)C(F)(F)F)C(F)(F)F | 98 | . | -1.1 | -13 | 8 | 1 | -27 | -7 | -1 | 100 |
| 20 | O=C(Nc1ccc(OC(=O)c2cccnc2)cc1)c1cccnc1 | 93 | . | 0.0 | -6 | 8 | 3 | -7 | -15 | -6 | 89 |
| 21 | COc1ccccc1/C=C1/C(=O)N(c2cc(C)cc(C)c2)C(c2cccc([N+](=O)[O-])c2)S1(=O)=O (stereo not given) | 80 | -1 | -2.5 | 13 | 19 | -3 | -9 | 8 | 1 | 87 |
| 22 | CC(C)S(=O)(=O)C1=NSC2=NC(=O)/C(=C\c3ccc(-c4ccccc4)o3)C(=N)N21 | 101 | -4 | 3.1 | 1 | 2 | 3 | 1 | 4 | 5 | 98 |
| 23 | O=C(NC1CCCCC1)NC1CCN(C(=S)NCc2ccco2)CC1 | 103 | -1 | 0.3 | 38 | . | -1 | -68 | -2 | -4 | 97 |
| 24 | O=C(C1=NN[C@@H]2C(=O)N(c3ccccc3C(F)(F)F)C(=O)[C@H]12)c1ccc2ccccc2n1 | 85 | -10 | -0.7 | . | 5 | 4 | -9 | -2 | 13 | 103 |
| 25 | CCOC(=O)N1CCC(NC(=O)CSCc2nc(-c3cccc(OC)c3)oc2C)CC1 | 64 | -1 | -0.9 | -7 | 13 | 24* | -8 | -11 | 7 | 52 |
| 26 | Cc1cc(C)n(C(=O)CNc2ccc(C)c(C)c2)n1 | 1.4* | . | -1.9 | -35 | 5 | 6 | -4 | . | -10 | 0.9* |
| 27 | CCCCC12CN3CCN(CC(C3)/C1=N\NC(=O)Nc1ccccc1)C2 | 92 | -2 | -2.1 | . | 11 | 2 | -8 | -5 | -13 | 90 |
| 28 | CCOCCCNC(=O)C1CCN(C(=O)Nc2ccc(Cl)cc2)CC1 | 90 | 0 | -0.7 | -19 | 27 | 5 | -26 | 3 | -6 | 91 |
| 29 | O=C(NCCN1CCc2ccccc2C1)C1CCN(S(=O)(=O)N2CCCCC2)CC1 | 94 | 0 | -2.3 | . | 3 | 2 | -4 | -5 | 1 | 97 |
| 30 | O=C(CCc1nc(-c2ccccc2)no1)NCc1ccco1 | 99 | 0 | -1.5 | 10 | 9 | 1 | -81 | -5 | -1 | 95 |
| 31 | COc1ccc(N(C(=O)COc2ccc(F)cc2)S(=O)(=O)c2ccc(C)cc2)cc1 | 99 | -12 | -1.8 | -3 | 7 | 1 | -3 | 1 | 1 | 95 |
| 32 | Cc1noc(N)c1C(=O)Nc1ccc(C(C)(C)C)cc1 | 81 | -5 | -1.3 | 10 | 7 | 0 | -46 | -8 | -3 | 87 |
| 33 | O=C(CSc1ncnc2scc(-c3ccccc3)c12)NCc1ccc2c(c1)OCO2 | 98 | -3 | 1.0 | . | 6 | 7 | -19 | 2 | 3 | 88 |
| 34 | Fc1ccccc1CNCCC(Cc1ccccc1)c1ccc2c(c1)OCO2 (stereo not given) | 44 | -2 | -5.4 | . | 8 | 6 | 20 | 2 | 6 | 44 |
| 35 | CCOC(=O)C1CCN(C(=O)Cc2c(C(=O)O)[nH]c3ccccc23)CC1 | 93 | 0 | -2.3 | . | 4 | 1 | -23 | -5 | 2 | 94 |
| 36 | N/C(=N\OC(=O)Nc1ccc(Cl)cc1)c1ncc(C(F)(F)F)cc1Cl | 84 | -2 | -0.9 | 5 | -2 | -1 | -54 | -8 | 2 | 78 |
| 37 | Cc1ccc(CNS(=O)(=O)/C=C/c2ccc3c(c2)OCO3)cc1 | 94 | -1 | -3.6 | . | 3 | 8 | -17 | -12 | 1 | 104 |
| 38 | COc1ccc(F)cc1CN1CCN(c2cc(C)nc3c4c(C)cc(C)nc4nn23)CC1 | 62 | -2 | 0.1 | . | 3 | 4 | -34 | -16 | -8 | 62 |
| 39 | Cc1cc(C)c2c(CN3CCN(C)CC3)cc(=O)oc2c1 | 98 | -2 | -3.5 | -3 | 7 | 7 | -37 | 2 | -6 | 96 |
| 40 | O=C(c1cccc([N+](=O)[O-])c1)N1CCN(c2cccc(Cl)c2)CC1 | 24 | -3 | -2.5 | . | 9 | -1 | -35 | 26 | 5 | 34 |
| 41 | Cc1[nH]n(-c2ccccc2)c(=S)c1C=Nc1cccc([N+](=O)[O-])c1 | 92 | 0 | -0.4 | -14 | 4 | -1 | -39 | -12 | -9 | 104 |
| 42 | O=c1cc(-c2ccccc2)nc2n1Cc1ccccc1-2 | 101 | . | -1.1 | 0 | 9 | 0 | -22 | -20 | 6 | 78 |
| 43 | Cc1ccc(C(=O)CSc2ccccn2)cc1 | 98 | 0 | -2.0 | 13 | 11 | 3 | -3 | -11 | -5 | 105 |
| 44 | Nc1cc(N)nc(SCC(=O)NNC(=O)c2ccc(Cl)cc2)n1 | 98 | . | 0.1 | 29 | 28 | 0 | -7 | -12 | -2 | 85 |
| 45 | Cc1nnc(SCCCn2c(N3CCN(c4ccccc4)CC3)nc3c2c(=O)[nH]c(=O)n3C)s1 | 77 | . | -4.8 | -29 | 2 | 5 | -31 | -4 | -8 | 85 |
| 46 | O=C(Cc1ccc(Cl)cc1)Nc1ccc(N2CCN(C(=O)c3ccco3)CC2)cc1 | 76 | 1 | -0.3 | -1 | 30 | 1 | -47 | -21 | 5 | 83 |
| 47 | O=C(O)Cc1csc(NC(=O)c2ccco2)n1 | 91 | 3 | -1.0 | 11 | 5 | -1 | -75 | -7 | 2 | 96 |
| 48 | CC(C)C1NC2(C(=O)c3ccccc3C2=O)C2C(=O)N(c3ccc(F)cc3)C(=O)C12 (stereo not given) | 97 | -1 | 0.6 | . | 9 | -1 | -21 | -6 | 7 | 89 |
| 49 | CC(N1CCOC1=O)S(=O)(=O)c1ccccc1 (stereo not given) | 109 | -1 | 0.2 | 20 | 6 | 5 | -6 | -6 | -12 | 97 |
| 50 | Nc1c(-c2ccc(Cl)cc2)nnn1-c1ccccc1 | 90 | . | -0.7 | 23 | 21 | 1 | -11 | 0 | 13 | 84 |
| 51 | O=C(CSc1ccc(Cl)cc1)Nc1cccc(-c2nc3ncccc3o2)c1 | 63 | . | 0.5 | -23 | 20 | 1 | -31 | -2 | 6 | 83 |
| 52 | O=C(CNC(=S)NC(=O)c1ccc(F)cc1)c1ccccc1 | 93 | -3 | 1.9 | . | 4 | 7 | -10 | -2 | 12 | 94 |

Looked up by compound from above (four):
| # | Molecule | PTEN del growth | Phagocyt inh | MRP1 act | E-sel TNF inh | Measles CPE | NPY-Y2 antag | BB579 growth dn | Yeast life ext | GALR2 blocker | bCat KO growth |
| --- | --- | --- | --- | --- | --- | --- | --- | --- | --- | --- | --- |
| 42 | O=c1cc(-c2ccccc2)nc2n1Cc1ccccc1-2 | 101 | . | -1.1 | 0 | 9 | 0 | -22 | -20 | 6 | 78 |
| 45 | Cc1nnc(SCCCn2c(N3CCN(c4ccccc4)CC3)nc3c2c(=O)[nH]c(=O)n3C)s1 | 77 | . | -4.8 | -29 | 2 | 5 | -31 | -4 | -8 | 85 |
| 52 | O=C(CNC(=S)NC(=O)c1ccc(F)cc1)c1ccccc1 | 93 | -3 | 1.9 | . | 4 | 7 | -10 | -2 | 12 | 94 |
| 44 | Nc1cc(N)nc(SCC(=O)NNC(=O)c2ccc(Cl)cc2)n1 | 98 | . | 0.1 | 29 | 28 | 0 | -7 | -12 | -2 | 85 |
